Screening data as filed in PubChem.
Peg3 prom inh = Peg3 promoter-driven luciferase inhibitors, primary screen, cell-based, HeLa, luciferase luminescence; 360,000 tested, 1.7% active; inhibition, % at 20 µM; HeLa PEG-Prom luciferase reporter, overnight;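 active means inhibition of at least 50% at 20 µM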
KKLEB tox = cytotoxicity in KKLEB CF airway cells, primary screen, cytotoxicity control for CF NF-kB inhibitor project, cell-based, uHTS, fluorescence assay plates. KKLEB CF airway cells viability, ATPlite luminescence, overnight; hits give low values; cells stimulated with P. aeruginosa culture filtrate. activity change (cytotoxicity), % at 5 µM. 360,000 tested, 0.36% active;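 active means corrected activity change at or below -50% at 5 µM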
TRPM1 prom inh = inhibitors of MITF-dependent TRPM1 promoter reporter, primary screen, cell-based, SK-MEL-5, single point, luciferase. SK-MEL-5 TRPM1 promoter luciferase, 24 h. inhibition, % at 12.5 µM. 330,000 tested, 0.83% active. AID 488899, 2010;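 active means mean inhibition across replicates of 60% or more, whatever share of single replicates reaches that level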; further: values of inactives mirror those of a sister screen read the other way
NR2E3 ag-1 = NR2E3 agonists in two-hybrid cells, primary screen, cell-based, luminescence, CHO-S, Gal4-NCOR/VP16-NR2E3; Photoreceptor-specific nuclear receptor (Homo sapiens), Q9Y5X4; luciferase; inhibition of corepressor binding, % at 3.98 µM; 360,000 tested, 0.35% active; AID 602229, 2012;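 active means inhibition above the mean of all tested compounds plus 3 SD, cut at about 70% in these data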;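 further: 0% = DMSO with NR2E3 transfected cells and 100% = cells lacking NR2E3 construct; higher means lower luciferase signal from less NR2E3 corepressor binding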
Target sequence (Q9Y5X4 whole entry, looked up, the tested form may be a part): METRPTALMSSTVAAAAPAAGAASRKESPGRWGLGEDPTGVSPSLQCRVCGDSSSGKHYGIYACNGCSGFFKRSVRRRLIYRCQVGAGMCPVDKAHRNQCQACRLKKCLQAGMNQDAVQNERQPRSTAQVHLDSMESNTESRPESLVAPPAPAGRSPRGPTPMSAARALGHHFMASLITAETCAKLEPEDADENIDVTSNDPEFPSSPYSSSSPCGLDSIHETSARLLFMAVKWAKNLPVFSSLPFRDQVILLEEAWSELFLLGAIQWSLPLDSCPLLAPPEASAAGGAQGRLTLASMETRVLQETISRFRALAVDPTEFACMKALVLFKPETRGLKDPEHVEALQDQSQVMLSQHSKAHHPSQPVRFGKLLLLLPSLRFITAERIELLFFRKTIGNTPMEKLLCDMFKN
Shn3 inh set2 = reduction of Shn3 3'UTR firefly luciferase signal, primary screen, Schnurri-3 inhibitor project, cell-based, Clone20 osteoblasts, set 2; Clone20 osteoblast Shn3 3'UTR firefly luciferase, 24 h; inhibition, % at 12.5 µM; 360,000 tested, 0.52% active; AID 588674, 2011;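 active means mean inhibition of at least 75% with every replicate also reaching 75%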;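 further: 0% = median of neutral control wells and 100% = pilot-screen positive control compound; some compounds past the cut are filed as inactive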
CF NFkB inh = inhibitors of PAF-induced NF-kB signaling, primary screen, cell-based, GFP fluorescence, uHTS. KKLEB NF-kB-GFP reporter, GFP fluorescence overnight. inhibition, % at 5 µM. 360,000 tested, 0.86% active. AID 588850, 2011;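 active means at least 50% inhibition at 5 µM, scaled per plate between neutral and stimulator controls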;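 further: PAF is a Pseudomonas aeruginosa culture filtrate used as stimulus; plate controls were PAF-stimulated DMSO wells for no effect and unstimulated DMSO wells for full effect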
hiPSC survival = enhancers of single-cell hiPSC survival, primary screen, ATPlite luminescence; 360,000 tested, 0.044% active; survival enhancement, % at 20 µM; 100% = ROCK inhibitor wells, 0% = DMSO; in the data active means survival enhancement above about 18%;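 further: cells exposed to compounds for 16 hours before the ATP read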
HIF-2a inh = HIF-2a reporter inhibitors, primary screen, luminescence, 786-0 RCC cells; AID 624352, 2012; inhibition, % at 18.8 µM; 360,000 tested, 0.72% active; 786-0 RCC cells HIF-2a reporter, luciferase luminescence, overnight;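 active means inhibition of the luminescence signal of 40% or more relative to plate controls, in a single-dose primary screen at 18.75 µM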
aDG glyco act = activators of alpha-DG glycosylation, primary screen, uHTS, Pro5-aDG cells, AlphaScreen | 360,000 tested, 0.22% active | activation, % at 10 µM | alpha-DG glycosylation AlphaScreen (IIH6); 0% Pro5, 100% B10-LARGE cell signal;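 active means activation of at least 8% versus controls, or a plate z-score of at least 8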;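 further: Pro5 are CHO cells carrying HIG-tagged alpha-DG that lacks glycosylation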
NR2E3 ag-2 = inhibitors of NR2E3-RetCOR corepressor binding, primary screen, NR2E3 agonist project, biochemical, TR-FRET, GST-NR2E3, biotin-RetCOR | Photoreceptor-specific nuclear receptor (Homo sapiens), Q9Y5X4 | 1536-well | inhibition of corepressor binding, % at 4.78 µM | 320,000 tested, 0.12% active | AID 2300, 2010;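 active means percent inhibition above the cutoff of mean plus 3 SD of all tested compounds, set per screening campaign, cut at about 20% in these data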;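 further: 0% = DMSO wells and 100% = biotin wells as full block of FRET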
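Material: NR2E3–RetCOR corepressor complex | Quantity: 1.35 nM GST-tagged NR2E3 final | Schedule: 5 h at 4 °C | Replication: Singlicate compound wells | Reagent: RetCOR corepressor, biotinylated, 7 nM | Controls: Biotin wells as high control, 0.6% DMSO wells as low control | Signal: TR-FRET, Eu(K)-anti-GST donor, streptavidin-D2 acceptor, ex 340, em 617/671 nm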
TWEAK Fn14 block = inhibitors of TWEAK-Fn14 signaling, primary screen, luciferase reporter cells, uHTS | TWEAK-stimulated Fn14 reporter cells, luciferase luminescence, 8 h | inhibition, % at 10 µM | 360,000 tested, 2% active | AID 1159606, 2016; in the data active means inhibition above about 50%
Active calls of the source: *; nt = no result given. Not a hit list; about 4.4% have a hit in one of these screens.

SMILES	Peg3 prom inh	KKLEB tox	TRPM1 prom inh	NR2E3 ag-1	Shn3 inh set2	CF NFkB inh	hiPSC survival	HIF-2a inh	aDG glyco act	NR2E3 ag-2	TWEAK Fn14 block
O=C(NCCc1ccc(F)cc1)c1ccc2nccnc2c1	-260	-4	-62	-96	-76	-4	0.5	-138	0.0	2	35
CCCC(C(=O)NC(C)(C)C)N(Cc1ccccc1)C(=O)c1snc(C(N)=O)c1N (centres undefined)	-2	29	nt	4	-24	-23	4.5	5	0.1	nt	10
COc1cccc(N(C(=O)c2cccs2)c2nc3ccccc3s2)c1	-141	8	-64	-46	-25	-2	-1.3	-121	0.3	2	-9
O=C(Cn1c(=O)oc2ccc(Cl)cc21)NC1CCCCC1	15	0	-12	-19	-1	2	0.1	-8	-0.1	2	14
O=C(Nc1ccc(/C=C/c2nc3ccccc3o2)cc1)c1ccc(F)cc1	-87	5	-42	-59	-13	-2	4.2	-126	0.4	-2	7
CSCC[C@H](NC(=O)[C@@H]1Cc2ccccc2CN1)C(=O)NC(C)c1ccccc1 (some centres undefined)	-3	6	-6	-6	18	6	-0.4	6	0.5	1	-5
CN1CCOCCOCCN(C)C1=O	7	14	-12	-16	-9	-1	2.7	9	-0.1	2	-1
Cc1ccc(C)c(-c2csc(-c3cccnc3)n2)c1	-42	7	-10	-21	-17	-21	0.2	-125	0.0	4	-26
O=C(Cc1cccc(C(F)(F)F)c1)Nc1cccc(S(=O)(=O)N2CCCC2)c1	5	-14	-13	-8	-9	14	3.0	-14	0.0	-1	-10
CCOc1cc(C(N)=O)cc(Br)c1OCC	5	-9	-14	-27	-20	50	-2.5	7	0.2	8	36
CCCOc1ccc2ccccc2c1/C=N/n1c(C)nnc1-n1nc(C)cc1C	-6	3	31	-89	-13	-19	-0.8	-19	-0.1	5	3
CO/N=C(\Cn1ncc(N2CCCC2)c(Cl)c1=O)c1ccc(Cl)cc1	14	-13	-7	-9	-5	19	0.8	12	0.8	1	5
COc1cc(Cl)cc(/C=N/NC(N)=O)c1O	-5	8	-1	-25	-18	-2	0.5	7	-0.2	-3	1
O=C(Cn1c(=O)sc2ccccc21)Nc1ccccc1	-99	-3	-19	3	-14	3	-2.5	-61	0.5	-2	18
O=C(Nc1ccc(Oc2ccc(C(F)(F)F)cn2)c(Cl)c1)C1CC1	12	-6	1	5	-1	0	2.9	4	0.8	3	9
COCc1[nH]nc2c1C(c1ccc(OC)cc1)C(C#N)=C(N)O2 (centres undefined)	13	2	8	-3	-2	4	2.1	15	0.0	1	-2
O=C(NCCCn1ccnc1)c1cc(C(=O)C2CC2)c[nH]1	-1	-2	0	-22	-5	-11	0.1	20	-0.1	0	3
CCOC(=O)N/N=C/c1ccc(N2CCOCC2)s1	-50	0	3	0	3	-20	-1.1	-55	-0.2	-6	-34
Cc1cccc(C)c1N(CC(=O)N1CCCC1)S(C)(=O)=O	14	-6	2	-37	-3	-5	-0.4	22	0.0	6	1
Cc1cc(C)cc(S(=O)(=O)c2cnc3ccccc3n2)c1	20	3	38	-9	-20	25	-0.9	10	0.9	4	39
C=CCn1c(SCc2nc(N)nc(N(C)C)n2)nnc1-c1cccnc1	8	-6	-1	-9	-7	3	2.1	14	-0.2	3	11
CCOc1ccc(S(=O)(=O)N(CC)CC(=O)NC2CC2)cc1	1	-10	4	-2	-13	-6	-0.2	6	0.0	0	5
Cc1ccc(NCCC(=O)c2ccc(Br)cc2)cc1	-55	-10	-19	-12	-23	2	-1.7	-26	0.1	3	-16
O=C(NC(Cc1ccccc1)c1ccc2c(c1)OCCCO2)c1ccccc1F (centres undefined)	-27	-2	-25	-15	-9	2	1.7	-48	0.1	-1	8
Cc1cccc(NS(=O)(=O)c2ccc(C)c(C(=O)NCC(c3ccco3)N3CCCCC3)c2)c1 (centres undefined)	13	8	2	-6	22	-14	-0.4	9	0.6	nt	10
(more compounds)
SMILES	Peg3 prom inh	KKLEB tox	TRPM1 prom inh	NR2E3 ag-1	Shn3 inh set2	CF NFkB inh	hiPSC survival	HIF-2a inh	aDG glyco act	NR2E3 ag-2	TWEAK Fn14 block
CCn1cc(C(=O)NCCCOC(C)C)c(=O)c2cc(S(=O)(=O)N3CCOCC3)ccc21	18	9	1	-8	-1	-3	-0.7	7	0.0	-2	-2
CCOc1ccc(S(=O)(=O)Nc2ccccn2)c2ccccc12	16	9	5	-10	-5	16	-1.4	10	-0.2	3	-9
Cc1ccc2nc(SCC(=O)c3ccc4c(c3)NC(=O)CO4)[nH]c2c1	-1	-5	2	-39	-9	-4	-0.4	15	0.0	3	4
CCCN(CCC)CCCNS(=O)(=O)c1ccc2c(c1)oc(=O)n2C	-1	-15	16	-11	-16	4	0.1	15	-0.2	2	13
COc1cccc(NC(=O)COc2ccc(C)cc2)c1	-261	12	-63	-13	-19	2	-1.7	-228	0.0	1	-10
O=S(=O)(NCc1cccnc1)c1cccs1	11	6	6	2	-18	-8	-1.8	8	-0.3	0	-4
Cc1cc(C)n(-c2ccc(C(=O)Nc3nnc(C4CC4)s3)cc2)n1	-66	8	-25	0	-10	1	0.7	-128	0.2	4	5
CCOC(=O)c1cc2c(ccn2C)n1CC(=O)N1CCC(Cc2ccccc2)CC1	19	-6	5	-5	34	3	2.4	0	0.3	3	-1
COc1ccc(C(C(=O)NCC2CCCO2)N(C(=O)CNC(=O)c2cccs2)c2ccc(NC(C)=O)cc2)cc1OC (centres undefined)	2	9	-1	-20	2	1	0.7	17	-0.3	5	1
COc1ccc(-n2c(=O)[nH]cc(C(=O)Nc3ccc4c(c3)OCCO4)c2=O)cc1OC	13	3	7	8	-10	20	-0.4	8	-0.1	0	1
O=C(c1cccnc1)N(Cc1ccccc1)C(=O)c1cccnc1	13	13	6	-9	0	12	2.0	10	0.2	nt	-7
CCOC(=O)c1ccc(N=Cc2c(O)c3ccccc3oc2=O)cc1	6	-2	2	-55	-1	24	-0.2	-7	-0.1	3	23
O=C(CN1CCN(C(=O)CCC(=O)N2CCC(c3ccccc3)=N2)CC1)Nc1ccc(F)cc1	-4	-7	-5	35	0	6	0.5	0	0.1	nt	-12
Nc1n[nH]c(=S)n1-c1ccc(Cl)cc1	-11	0	-26	-9	5	-25	-0.6	6	0.1	1	4
CCOC(=O)C1(Cc2ccccc2C)CCCN(C(=O)c2ccc(C(C)=O)s2)C1 (centres undefined)	0	9	nt	-1	-2	6	-1.0	-8	-0.3	nt	7
CC1CCN(C2(O)C(=O)Nc3ccc(Cl)cc32)CC1 (centres undefined)	3	-1	-2	-4	-11	4	0.8	14	0.1	2	-4
O=C(NCC(c1ccco1)N1CCc2ccccc2C1)C(=O)Nc1cc(F)ccc1F (centres undefined)	14	-9	1	16	22	16	0.2	9	-0.2	-2	13
COc1ccc(C(=O)Nc2nc3ccc(S(C)(=O)=O)cc3s2)cc1	-21	-18	-24	-8	-15	22	-4.0	-19	0.4	3	4
Cc1ccc(-c2cc(C)nc3nc(N)nn23)cc1	-37	2	0	3	-11	-19	-3.0	-34	0.5	2	13
Cc1c(Cl)cccc1NC(=O)Cn1c(CCC(=O)O)ccc1-c1ccc(Cl)cc1	9	7	2	-12	-4	-28	0.8	1	0.2	-2	6
N#Cc1ccccc1S(=O)(=O)N1CCN(C(=O)C2CC(=O)N(c3ccc4c(c3)OCCO4)C2)CC1 (centres undefined)	9	9	-3	-10	15	-3	-0.1	17	0.3	nt	26
O=C(Cc1cccc2ccccc12)Nc1ccc(-c2cc3ccccc3oc2=O)cc1	13	-13	49	39	39	22	-2.6	53*	0.5	2	-12
COc1ccc(SN=C2C(C)=CC(=O)C=C2C)cc1	9	-5	16	7	14	11	-1.9	-2	-0.2	-5	12
Cc1nc2ccccc2cc1OCc1ccc(F)cc1	-128	8	-2	70	86*	5	-2.0	-131	3.9	2	20
CCN(CCC(=O)Nc1ccc(Br)c(C)c1)Cc1ccccc1	8	-15	-16	-1	-1	-12	-1.6	7	1.2	1	-22
CCOC(=O)c1sc(SC)c2c1CCC/C2=N/OC	-1	-6	15	3	-8	11	-0.1	24	0.1	1	-12

Ordered by count of non-hydrogen atoms (high to low): part of the list above
SMILES	Peg3 prom inh	KKLEB tox	TRPM1 prom inh	NR2E3 ag-1	Shn3 inh set2	CF NFkB inh	hiPSC survival	HIF-2a inh	aDG glyco act	NR2E3 ag-2	TWEAK Fn14 block
N#Cc1ccccc1S(=O)(=O)N1CCN(C(=O)C2CC(=O)N(c3ccc4c(c3)OCCO4)C2)CC1 (centres undefined)	9	9	-3	-10	15	-3	-0.1	17	0.3	nt	26
O=C(CN1CCN(C(=O)CCC(=O)N2CCC(c3ccccc3)=N2)CC1)Nc1ccc(F)cc1	-4	-7	-5	35	0	6	0.5	0	0.1	nt	-12
COc1ccc(-n2c(=O)[nH]cc(C(=O)Nc3ccc4c(c3)OCCO4)c2=O)cc1OC	13	3	7	8	-10	20	-0.4	8	-0.1	0	1
CCOC(=O)c1ccc(N=Cc2c(O)c3ccccc3oc2=O)cc1	6	-2	2	-55	-1	24	-0.2	-7	-0.1	3	23
COc1ccc(C(=O)Nc2nc3ccc(S(C)(=O)=O)cc3s2)cc1	-21	-18	-24	-8	-15	22	-4.0	-19	0.4	3	4
CCN(CCC(=O)Nc1ccc(Br)c(C)c1)Cc1ccccc1	8	-15	-16	-1	-1	-12	-1.6	7	1.2	1	-22
Cc1nc2ccccc2cc1OCc1ccc(F)cc1	-128	8	-2	70	86*	5	-2.0	-131	3.9	2	20
CC1CCN(C2(O)C(=O)Nc3ccc(Cl)cc32)CC1 (centres undefined)	3	-1	-2	-4	-11	4	0.8	14	0.1	2	-4
O=S(=O)(NCc1cccnc1)c1cccs1	11	6	6	2	-18	-8	-1.8	8	-0.3	0	-4
